Compound activity: PubChem, several laboratories
Ecoli viability: bacterial growth inhibition, counter-screen for AddAB inhibitors | AID 449728 | inhibition, % at 11.9 µM | hit rate 0.27% among 330,000 | E. coli V3065 growth, OD600 absorbance, 18 h;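 active = inhibition above the campaign's mean inhibition across all tested compounds plus 3 SD, cut at about 9.9% in these data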;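 also: uninfected addAB+ strain grown without phage in ampicillin broth; 0% = DMSO wells and 100% = ciprofloxacin 0.95 µg/ml wells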
MITF act: MITF TRPM1 promoter activation in melanoma cells; SK-MEL-5 TRPM1-promoter luciferase, 24 h; % of positive control, neutral wells = 0; activation, % at 12.5 µM; hit rate 0.75% among 300,000;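 active = mean activation of at least 80% with every replicate also reaching 80%; inconclusive = mean reaches 80% but some replicate falls short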;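 also: 0% = neutral control wells and 100% = parthenolide positive control wells; values of inactives mirror those of a sister screen read the other way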
phage Ecoli inh: E. coli growth loss with phage present; hit rate 0.26% among 360,000; AID 651602; growth absorbance; inhibition, % at 11.9 µM; in the data active = inhibition above about 11%
SR-BI HDL uptake: inhibitors of mouse SR-BI mediated HDL lipid uptake; Q61009; ldlA[mSR-BI] CHO cells, DiI-HDL uptake fluorescence, 3 h; inhibition, % at 12.5 µM; hit rate 0.96% among 320,000; AID 488896;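 active = mean replicate inhibition of at least 70% and a set share of replicates each scoring 70 or more; inconclusive = meets just one of the two criteria; inactive = fails both criteria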;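 also: 0% = median of neutral control wells and 100% = median of positive control wells; values of inactives mirror those of a sister screen read the other way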
Target sequence (Q61009 whole entry, looked up): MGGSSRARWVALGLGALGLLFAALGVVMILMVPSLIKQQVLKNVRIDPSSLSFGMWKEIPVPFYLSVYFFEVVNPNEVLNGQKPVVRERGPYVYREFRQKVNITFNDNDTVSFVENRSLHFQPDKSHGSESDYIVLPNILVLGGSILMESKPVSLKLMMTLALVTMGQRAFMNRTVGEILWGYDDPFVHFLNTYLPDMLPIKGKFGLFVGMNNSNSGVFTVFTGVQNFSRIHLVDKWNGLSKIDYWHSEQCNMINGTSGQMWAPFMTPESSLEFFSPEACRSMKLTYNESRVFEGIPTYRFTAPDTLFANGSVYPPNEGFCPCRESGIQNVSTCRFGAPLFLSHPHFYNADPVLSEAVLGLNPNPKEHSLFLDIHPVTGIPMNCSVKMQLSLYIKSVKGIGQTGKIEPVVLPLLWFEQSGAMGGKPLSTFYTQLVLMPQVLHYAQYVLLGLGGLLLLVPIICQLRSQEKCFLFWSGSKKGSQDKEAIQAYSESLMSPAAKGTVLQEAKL
CAL PDZ FP-1: blocks peptide binding to the human CAL PDZ domain; Q9HD26; purified CAL PDZ, TMR-peptide fluorescence polarization, 1 h; inhibition, % at 24.9 µM; hit rate 0.92% among 300,000; AID 602252;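 active = mean inhibition of at least 30% with at least half of replicates also reaching 30%; inconclusive = no clear call, values can overlap the other calls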;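 also: 0% = DMSO neutral control and 100% = excess unlabeled competitor peptide PRC23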
Tat export inh: E. coli Tat transport inhibition; E. coli MC4100 TorA-mCherry Tat export, fluorescence; inhibition, % at 10 µM; hit rate 0.036% among 340,000;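 active = mean replicate inhibition at least 50% and at least half of replicates individually reaching 50%; inconclusive = only one of the two criteria met; inactive = neither criterion met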;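 also: exported cargo escapes ClpAP degradation while cytoplasmic cargo is degraded and loses fluorescence; 0% = median of neutral control wells and 100% = median of NaSCN control wells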
SR-BI uptake up: activators of SR-BI mediated HDL lipid uptake | CHO ldlA[mSR-BI] cells, DiI-HDL uptake fluorescence, 3 h; 100 = double the neutral-control signal | activation, % at 12.5 µM | hit rate 0.096% among 320,000 | AID 504775;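 active = mean replicate activation of at least 60% and every replicate at or above 60%; inconclusive = mean or all-replicate condition met, but not both; inactive = mean below 60% and not all replicates reaching 60%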;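 also: 0% = median plate neutral-control signal and 100% = twice that signal; values of inactives mirror those of a sister screen read the other way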
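Material – SR-BI-overexpressing, LDLR-lacking CHO cells · Medium – BSA-supplemented, HEPES-buffered Ham's F12, pH 7.4 · Doses – single concentration · Times – compound with DiI-HDL co-incubation, 3 h at 37 °C · Measured by – bottom-read fluorescence, 550/595 nm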
CAL PDZ FP-2: inhibitors of human CAL PDZ peptide binding; Q9HD26; purified CAL PDZ, TMR-peptide fluorescence polarization, 1 h; inhibition, % at 20 µM; hit rate 0.02% among 330,000; AID 504414;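 active = highest replicate inhibition of at least 40%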;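 also: plate controls were DMSO neutral control wells for no effect and unlabeled competitor peptide control wells for full effect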
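material = purified tagged CAL PDZ domain construct (CerCALP) | buffer or medium = sodium phosphate/NaCl buffer pH 7.4 with TCEP, IgG, Thesit | reagent = TMR-labelled reporter peptide T*-PRC34 bound in PDZ groove | incubation = 1 h room-temperature incubation prior to read | measured by = fluorescence polarization (mP) | evaluation = percent inhibition from loss of millipolarization | control set = unlabelled peptide and DMSO controls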
AddAB inh: less growth of phage-infected E. coli with AddAB; E. coli expressing H. pylori AddAB, absorbance growth; inhibition, % at 11.9 µM; hit rate 0.29% among 330,000; in the data active = inhibition above about 12%;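 also: 0% = vehicle wells of infected cells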
Wnt act: activates Wnt/beta-catenin signaling in a reporter cell assay; AID 743398; activation, % at 9.35 µM; hit rate 1.2% among 300,000; activator, plate reader; in the data active = activation above about 30%, passing the limit was not always enough; inconclusive = no clear call, values can overlap the other calls;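 also: 0% = neutral control wells and 100% = positive control wells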
* marks the source's active call; other numbers are inactive results; u = inconclusive; x = not tested or not shown. Compounds as they come. About 3.6% of those tested had a hit in this group.

Start of the listing, in advance (five entries):
mol | Ecoli viability | MITF act | phage Ecoli inh | SR-BI HDL uptake | CAL PDZ FP-1 | Tat export inh | SR-BI uptake up | CAL PDZ FP-2 | AddAB inh | Wnt act
COc1ccc(CCNC(=O)c2cc(=O)c3cc(C)ccc3o2)cc1 | 1.1 | -10 | 2.9 | x | 4 | -2 | x | -1.7 | 3.2 | -1
COc1ccc(NC(=O)c2cc(OC)c(OC)c(OC)c2)cc1S(=O)(=O)N1CCCCC1 | 0.2 | 7 | -0.6 | 62 | -5 | 8 | -62 | -2.4 | 2.5 | -1
COc1ccccc1Oc1ccnc2cc(Cl)ccc12 | -0.1 | 4 | 0.8 | 44 | -4 | 11 | -44 | -2.4 | 1.9 | 1
CCN(CC(=O)NCc1cccs1)C(=O)c1cccc(S(=O)(=O)N2CC(C)OC(C)C2)c1 (centres undefined) | 3.8 | 1 | -1.9 | 7 | -4 | -3 | -7 | -0.4 | 3.0 | 3
CCOC(=O)c1c(C)[nH]c(C)c1S(=O)(=O)N(C)CC(=O)NCc1cccc(Br)c1 | 1.4 | 6 | 0.8 | -18 | x | 4 | 18 | -0.6 | 4.1 | -1

Results (from the top)
mol | Ecoli viability | MITF act | phage Ecoli inh | SR-BI HDL uptake | CAL PDZ FP-1 | Tat export inh | SR-BI uptake up | CAL PDZ FP-2 | AddAB inh | Wnt act
COc1ccc(CCNC(=O)c2cc(=O)c3cc(C)ccc3o2)cc1 | 1.1 | -10 | 2.9 | x | 4 | -2 | x | -1.7 | 3.2 | -1
COc1ccc(NC(=O)c2cc(OC)c(OC)c(OC)c2)cc1S(=O)(=O)N1CCCCC1 | 0.2 | 7 | -0.6 | 62 | -5 | 8 | -62 | -2.4 | 2.5 | -1
COc1ccccc1Oc1ccnc2cc(Cl)ccc12 | -0.1 | 4 | 0.8 | 44 | -4 | 11 | -44 | -2.4 | 1.9 | 1
CCN(CC(=O)NCc1cccs1)C(=O)c1cccc(S(=O)(=O)N2CC(C)OC(C)C2)c1 (centres undefined) | 3.8 | 1 | -1.9 | 7 | -4 | -3 | -7 | -0.4 | 3.0 | 3
CCOC(=O)c1c(C)[nH]c(C)c1S(=O)(=O)N(C)CC(=O)NCc1cccc(Br)c1 | 1.4 | 6 | 0.8 | -18 | x | 4 | 18 | -0.6 | 4.1 | -1
COc1ccc(NC(=O)CSCC(=O)N2CCCc3ccccc32)cc1 | -0.8 | -9 | 0.8 | -5 | -2 | 1 | 5 | -2.5 | -1.0 | 3
CCOC(=O)N1CCN(S(=O)(=O)c2ccc(C(=O)Nc3nnc(C4CC4)o3)cc2)CC1 | 1.6 | 9 | 2.4 | -25 | -1 | -8 | 25 | -1.3 | 5.1 | -2
CCCn1ncc(CN2CCC(N3CCC(C(=O)N4CCOCC4)CC3)CC2)c1C | 1.9 | -5 | -1.2 | -17 | -2 | 6 | 17 | 0.0 | 0.8 | 0
Cc1ccc(C)c(N(C)C(=O)CCS(=O)(=O)c2cccc3nonc23)c1 | 1.4 | 0 | 3.4 | -12 | -2 | -6 | 12 | -2.2 | 7.3 | -2
CC(C)OC(=O)CSc1nnc(-c2cnccn2)n1-c1ccccc1 | -1.2 | 5 | 1.3 | 10 | -1 | 2 | -10 | -0.8 | -0.2 | x
Cc1ccc(C(C)C)c(OCC(=O)NNC(=O)Cc2ccc(S(=O)(=O)N3CCOCC3)s2)c1 | 1.3 | -3 | 1.2 | -27 | -2 | 1 | 27 | 0.6 | -0.7 | -1
Cc1ccc(NC(=O)CCCc2nc3ccccc3s2)c(O)c1 | -0.2 | -30 | 1.2 | -9 | 7 | u | 9 | -0.6 | 2.2 | -1
CN(Cc1ccccc1)C1CCCN(C(=O)c2ccc(Cl)s2)C1 (centres undefined) | 1.5 | 9 | 1.0 | -8 | -6 | -7 | 8 | -2.4 | 2.2 | -3
CCN(CC)C(=O)[C@H]1C[C@H](CC(=O)NCCC2=CCCCC2)C(=O)N2CCc3c([nH]c4cc(CCC(=O)N(C)C)ccc34)[C@]12C | -1.6 | 4 | -0.9 | 2 | -9 | 6 | -2 | 0.9 | 0.1 | -1
Cc1ccc(C(=O)Nc2cccc(NC(=O)c3ccc(C)c([N+](=O)[O-])c3)n2)cc1[N+](=O)[O-] | 1.4 | 11 | -0.9 | 61 | 5 | -17 | -61 | -0.5 | 0.8 | 4
CCN(CC)CCCn1c2c(c(SCC(=O)Nc3ccc4c(c3)OCO4)nc1=O)CCC2 | 0.5 | 3 | 3.2 | 1 | -2 | -5 | -1 | -1.4 | 2.6 | -4
CCOc1ccc2nc(SCC(=O)NCc3ccccc3)[nH]c2c1 | -3.1 | -3 | 2.0 | -6 | x | 5 | 6 | -1.5 | 3.1 | -1
CCn1c(=S)[nH]c2cc(Cl)ccc21 | -1.0 | -18 | -2.9 | 13 | -7 | -1 | -13 | -0.8 | 6.0 | -1
Cc1cc(NC(=O)COC(=O)C2CC(=O)N(c3ccc(Br)cc3)C2)no1 (centres undefined) | -0.3 | -1 | 1.9 | x | x | -1 | x | -0.2 | 2.2 | 1
O=C(NCCNC(=O)c1ccccn1)c1ccc(Cl)cc1 | -2.0 | 7 | 4.0 | x | -3 | -8 | x | -0.9 | 2.7 | 0
Cc1cc2cc(CNC(=O)C3CC3)ccc2n1C | 3.2 | -5 | 0.9 | -9 | -3 | -2 | 9 | 0.2 | 1.3 | -1
CC(C)C(OC(=O)c1cccs1)C(=O)NCc1cccs1 (centres undefined) | -1.6 | 3 | 0.8 | -16 | -2 | 21 | 16 | -1.9 | 3.3 | -5
CCN(CC)S(=O)(=O)c1cccc(NC2=NCC(C)S2)c1 (centres undefined) | 0.9 | -1 | 1.5 | x | 1 | -3 | x | 0.1 | 2.5 | 3
O=C(NCc1ccccc1)NC1(C(=O)N2CCN(c3ccccc3)CC2)CCCCC1 | -0.5 | 2 | 0.6 | -23 | -1 | -6 | 23 | -1.7 | -1.7 | 15
CCc1cccc(NS(=O)(=O)c2ccc3c(c2)CCC(=O)N3)c1 | -1.7 | 12 | 3.3 | 1 | -6 | -5 | -1 | -2.2 | 0.3 | -7
CCCCn1c(=O)c2c(O)cc(=O)oc2c2ccccc21 | 2.4 | x | 3.4 | -12 | -2 | -1 | 12 | -0.1 | 1.4 | x
O=C(NCc1cccc(C(F)(F)F)c1)c1ccc2c(c1)OCO2 | x | -9 | 2.1 | -22 | -1 | 2 | 22 | -0.2 | x | 0
COCCNC(=S)N/N=C(\C)c1ccccc1F | 1.3 | 1 | 4.5 | 12 | x | -5 | -12 | -0.3 | 1.2 | 1
O=C(Nc1nc2ccccc2s1)c1ccc(N2CCCCC2)c([N+](=O)[O-])c1 | -1.0 | 17 | 3.8 | 50 | -4 | -1 | -50 | -1.3 | 3.9 | 16
Cc1ccc2oc(=O)n(CC(=O)OC(C)C)c2c1 | -1.4 | 5 | 2.6 | -3 | 0 | 2 | 3 | -0.2 | -0.4 | x
COc1cccc(OC)c1C(=O)NCCc1ccccc1 | -0.7 | x | -0.5 | -5 | -5 | -1 | 5 | -0.3 | -0.1 | -1
COc1cccc(/C=N/NC(=O)C(=O)N/N=C/c2cccc(OC)c2O)c1O | x | 1 | 6.5 | 47 | 0 | -9 | -47 | 0.0 | x | -2
CCN(CC)S(=O)(=O)c1ccc(C(=O)NCC2(N3CCOCC3)CCCCC2)cc1 | -0.7 | -2 | -2.8 | -4 | -2 | 2 | 4 | 1.4 | 1.6 | -6
Cc1ccc2c(CC(=O)NC3CCS(=O)(=O)C3)coc2c1C (centres undefined) | 1.3 | -4 | 1.3 | -6 | 1 | -14 | 6 | -1.6 | 1.6 | -3
O=C(NNS(=O)(=O)c1ccc(F)cc1F)c1csc(-c2cccnc2)n1 | -4.3 | x | -0.1 | x | x | 6 | x | -1.4 | 2.2 | -1
Cn1nnnc1SCc1nc2ccccc2[nH]1 | -0.6 | 8 | 3.4 | -37 | 6 | -1 | 37 | x | 4.4 | -2
O=C(Nc1nc2ccc(F)cc2s1)C1CC(=O)N(c2ccc3c(c2)OCCO3)C1 (centres undefined) | 1.8 | -8 | -0.6 | -7 | -3 | 0 | 7 | -2.1 | 1.3 | 3
COc1ccc(-n2nc(C(=O)N3CCN(c4ccc(F)cc4)CC3)c3ccccc3c2=O)c(OC)c1 | x | -11 | -0.2 | -5 | 1 | 13 | 5 | x | x | -1
O=C(CSc1nnc(-c2cccnc2)n1Cc1ccco1)c1ccc(Br)cc1 | -0.7 | x | 1.6 | -7 | -5 | -10 | 7 | -1.7 | -1.4 | x
O=C(Cc1coc2cc3c(cc12)CCC3)OCC(=O)N1CCCC1=O | -0.2 | -23 | 1.7 | -23 | -2 | 25 | 23 | -2.9 | 3.8 | -2
CCN(CC)CCNC(=O)Cc1nn(CC)c(=O)c2ccccc12 | -0.6 | 16 | 4.8 | -34 | -1 | 1 | 34 | -1.4 | 0.5 | 0
CNc1nc(C)c(C(C)(C)C)s1 | 1.0 | 3 | 0.0 | x | 2 | 17 | x | 0.3 | -0.1 | -1
CCC(c1nnnn1C(C)(C)CC)N(CCCO)Cc1cc2cccc(C)c2[nH]c1=O (centres undefined) | -4.1 | -3 | 6.7 | -4 | -1 | 1 | 4 | -1.1 | 0.3 | x
COc1ccccc1CNC(=O)Cn1cnnn1 | -3.5 | 15 | -0.3 | -12 | -4 | -3 | 12 | 0.0 | -3.4 | -1
CC1c2nc3ccccc3n2C(CC(=O)NCCCN2CCOCC2)C(=O)N1Cc1ccccc1 (centres undefined) | 0.9 | -6 | 2.4 | -6 | -3 | -8 | 6 | -1.5 | 0.7 | -3
CC(C)(C)C(=O)Oc1cc(N)n(S(=O)(=O)c2ccc(F)cc2)n1 | 1.1 | x | 1.2 | -12 | -1 | 4 | 12 | -3.7 | 1.4 | 3
CCOc1ccc2nc(SCC(=O)NCC3CCCO3)c(C#N)cc2c1 (centres undefined) | 1.6 | 3 | 0.6 | 14 | -2 | 4 | -14 | -3.2 | 0.9 | -4
COc1cc2c3c(c1OC)C1(C=CC(=O)C=C1)CC3N(C(C)=O)CC2 (centres undefined) | -1.2 | -4 | 5.9 | -35 | -1 | -4 | 35 | -0.5 | 2.3 | -2
CCN(CC)C1CCN(C(=O)c2cc(COc3ccccc3SC)on2)C1 (centres undefined) | 1.3 | 3 | 2.0 | 19 | -6 | 2 | -19 | -2.8 | 2.2 | -1
